# High-throughput results as filed in PubChem BioAssay.
# RBBP9 inh: blocks human serine hydrolase RBBP9 | recombinant RBBP9, FP-Rh probe fluorescence polarization | inhibition, % at 7.94 µM | 220,000 compounds, 0.2% hits;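 active = inhibition above the campaign mean of all tested compounds plus 3 SD, cut at about 14% in these data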;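 also: plate controls were DMSO wells with RBBP9 for no effect and wells lacking RBBP9 protein for full effect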
# Target sequence (O75884 whole entry, looked up): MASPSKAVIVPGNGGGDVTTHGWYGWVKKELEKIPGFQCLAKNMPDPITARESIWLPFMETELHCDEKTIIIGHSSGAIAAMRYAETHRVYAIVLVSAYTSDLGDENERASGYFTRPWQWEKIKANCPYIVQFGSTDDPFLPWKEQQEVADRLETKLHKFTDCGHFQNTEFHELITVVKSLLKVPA
#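 Material: RBBP9 protein. Amount: RBBP9 at 2.5 µM in dispensed solution, before mixing. Schedule: 30 min then 45 min, 25 °C. Medium: Tris buffer pH 8.0, NaCl, Pluronic. Measured by: fluorescence polarization. Measure: percent inhibition from mP, scaled between DMSO and no-protein wells. Replication: one well per compound.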
# TRPML3 ag: human mucolipin-3 channel agonism; 220,000 compounds, 0.29% hits; HEK293 TRPML3-YFP, Fluo-8 calcium fluorescence; 100% = the carbachol control signal; activation, % at 3 µM;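 active = activation above its plate's cutoff, the mean activation of the plate's test wells plus 3 SD, cut at about 12% in these data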;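 also: 0% = DMSO only wells and 100% = carbachol wells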
#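 Material: TRPML3-YFP stable HEK293 cells | Dosing: One concentration, 3 µM nominal, 0.3% DMSO | Timing: 125 s total fluorescence read per well | Technique: Fluo-8 calcium dye fluorescence, ex 470-495, em 515-575 nm | Measure: Percent activation from peak-to-basal fluorescence ratio, scaled between DMSO and carbachol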
# TNF death inh: inhibitors of TNF-alpha induced necroptosis in Jurkat FADD-/- cells; Jurkat FADD-/- TNF necroptosis rescue, ATP luminescence, 24 h; 0 = TNF only, 100 = no-TNF cells; activation (protection from cell death), % at 10 µM; 220,000 compounds, 0.068% hits;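 active = activation, meaning protection from cell death, of at least 50% relative to plate controls; inactive = activation below 50%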;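 also: necroptosis triggered by 40 ng/mL TNF-alpha added together with compound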
# BaF3 tox: parental Ba/F3 viability inhibition as JAK2V617F counter-screen; 220,000 compounds, 1.1% hits; inhibition, % at 5.6 µM; CellTiter-Glo ATP luminescence;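 active = inhibition above a per-campaign cutoff, the mean inhibition of all tested compounds plus 3 SD, cut at about 27% in these data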;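 also: 0% = DMSO wells and 100% = JAK Inhibitor I control wells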
# Wee1 stabilizer: human Wee1 degradation inhibition, primary screen; P30291; HeLa Luc-Wee1K328M stability, luciferase luminescence; 100% = proteasome inhibitor MG132 effect; reporter increase, % at 5 µM; 220,000 compounds, 1.2% hits; AID 1321;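 active = activation above the mean of all tested compounds plus 3 SD, set per screening run, cut at about 8.8% in these data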;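 also: cells exposed to compound for 20 h before luminescence read; 0% = DMSO alone and 100% = MG132 at 30 µM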
# Target sequence (P30291 whole entry K328M): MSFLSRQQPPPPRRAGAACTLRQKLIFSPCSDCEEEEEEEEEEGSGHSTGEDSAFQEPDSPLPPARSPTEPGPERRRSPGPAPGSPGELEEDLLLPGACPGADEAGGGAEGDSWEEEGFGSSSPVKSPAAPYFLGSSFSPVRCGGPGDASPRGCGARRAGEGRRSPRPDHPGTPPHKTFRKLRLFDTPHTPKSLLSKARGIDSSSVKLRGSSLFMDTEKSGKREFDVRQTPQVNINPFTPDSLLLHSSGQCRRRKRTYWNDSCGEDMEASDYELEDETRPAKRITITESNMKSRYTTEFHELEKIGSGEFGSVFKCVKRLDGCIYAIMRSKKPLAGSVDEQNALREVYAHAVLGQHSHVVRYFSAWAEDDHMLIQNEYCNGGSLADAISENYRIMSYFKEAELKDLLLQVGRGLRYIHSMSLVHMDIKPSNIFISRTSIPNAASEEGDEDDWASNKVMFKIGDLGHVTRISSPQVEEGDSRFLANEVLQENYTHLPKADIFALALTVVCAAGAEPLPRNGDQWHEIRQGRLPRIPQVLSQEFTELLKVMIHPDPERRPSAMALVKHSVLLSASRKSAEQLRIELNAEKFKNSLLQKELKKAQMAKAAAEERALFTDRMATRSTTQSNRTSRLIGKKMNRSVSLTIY
# zfTRPN1 agonist: activates the zebrafish TRPN1 channel; HEK293 zebrafish TRPN1-YFP, Fluo-8 calcium fluorescence; 100% = response to 87 µM carbachol; activation, % at 3 µM; 220,000 compounds, 0.18% hits; AID 1424;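 active = activation above its plate's cutoff, the mean activation of test wells on that plate plus 3 SD, cut at about 19% in these data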;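 also: 0% = DMSO alone and 100% = 87 µM carbachol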
#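 Assay system: Zebrafish TRPN1-YFP in HEK293 cells | Incubation: Dye loading 1 h at 37 °C, then 30 min room temperature | Measured by: Kinetic Fluo-8 fluorescence, ex 470-495, em 515-575 nm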
# Ba/F3 V617F tox: lowers viability of Ba/F3 cells expressing EpoR and JAK2V617F; ATP luminescence; inhibition, % at 5.6 µM; 220,000 compounds, 1.1% hits; AID 1446;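 active = inhibition above the campaign mean plus 3 SD over all tested compounds, cut at about 24% in these data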;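 also: cytokine-independent growth of Ba/F3 cells driven by EpoR plus mutant JAK2; 0% = DMSO-treated cells and 100% = JAK inhibitor I control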
# CHOP inh: inhibitors of CHOP induction in ER stress response; CHO-K1 CHOP-promoter luciferase, tunicamycin-induced, 15-18 h; 220,000 compounds, 3.8% hits; inhibition, % at 10 µM;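 active = compounds that reduced the stress-induced luciferase reporter signal by more than about 70% of percent inhibition, limit read from the data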;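 also: 0% = tunicamycin plus vehicle and 100% = wells without tunicamycin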
# PPC-1+TRAIL kill: compounds killing PPC-1 cancer cells with TRAIL present (potentiator screen, no TRAIL-free arm). PPC-1 cells + TRAIL, ATPLite viability luminescence. cell killing (% activity), % at 4 µM. 220,000 compounds, 0.41% hits. AID 1443;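 active = cell killing above 50% in the first pass at 4 µM, then a duplicate retest at 5 µM averaging 50% or more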;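 also: plate controls were cells with TRAIL plus DMSO for no effect and medium-only wells lacking cells for full effect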
# The depositor's hits bear a star; x = not tested or not shown; & = joins results of further samples. Compounds were not picked by outcome; any-hit rate near 6.8%.
SMILES,RBBP9 inh,TRPML3 ag,TNF death inh,BaF3 tox,Wee1 stabilizer,zfTRPN1 agonist,Ba/F3 V617F tox,CHOP inh,PPC-1+TRAIL kill
O=C(O)CCSc1nnc(CNc2ccc(Cl)cc2)n1Cc1ccccc1,2,0.8,0.9,6,-2,1.2,-2,-22,14
CCN(CC)C(=O)C(=O)c1cccn1-c1c(Cl)cccc1C#N,-6,0.3,-0.1,4,0,-0.2,0,5,5
CCOC(=O)Cn1c(C)cc(COC)c(C#N)c1=O,-6,1.0,0.7,6,4,3.4,-2,4,5
COC(=O)c1cnn(-c2ccccc2)c1N,-6,0.4,0.9,-3,0,-1.2,1,-5,12
COc1ccc(Oc2nccc(-c3ccc(F)cc3)c2C#N)cc1,5,-0.3,-0.4,3,12*,1.1,-1,-14,6
O=c1c2ccsc2ncn1Cc1ccccc1F,-2,0.0,48,6,15*,0.6,1,6,-5
CCCCN(CCCC)Cc1ccc(C(=O)NNC(=O)Nc2ccc(Cl)cc2)o1,2,-0.9,3.6,4,5,-3.3,0,4,10
Cc1ccc(C(=O)COC(=O)c2cc(=O)[nH]c3ccccc23)cc1C,-12,0.5,-0.9,6,3,0.5,-2,102*,6
N[C@@H](Cc1ccc(O)cc1)c1nnc([C@H](CO)NC(=O)C2CCNCC2)o1,-1,0.7,0.5,0,-1,1.2,-1,22,4
CC1CCCC(C(=O)O)N1C(=O)CCSC(=O)c1ccccc1 (centres undefined),4,-0.1,0.5,-1,2,-0.1,-2,11,6
Cc1cc(SCC(=O)O)nc2ccccc12,2&6,1.1&0.9,1.3&0.9,0&-1,3&-3,2.1&-0.5,-4&-4,2&-12,10&2
CCOc1ccccc1CNc1ccc(O)cc1,6,-0.3,-9.7,3,-2,-0.8,0,-36,-4
COc1cc(NC(=O)CC(C)C)ccc1NC(=O)c1ccco1,-6,0.9,0.6,3,0,-0.7,3,x,x
COCCN(C(=O)/C=C/c1ccccc1)c1nnc(-c2cccnc2)s1,-4,0.6,3.3,4,2,1.2,-3,-2,-1
CCC(C)NC(=O)c1ccccc1NC(=O)Nc1ccccc1 (centres undefined),-10,-0.1,0.2,-1,-1,-1.1,-4,14,14
c1ccc(CSc2ncccn2)cc1,-9,-0.1,-1.4,0,0,-0.8,1,37,-3
CCCCC(O)(CCCC)C(=O)NNc1ccccc1,-8,-0.2,-0.9,-2,-1,-0.9,-1,-19,41
CCOC(=O)C(NC(=O)Nc1ccc(F)cc1F)(Oc1ccc(F)cc1)C(F)(F)F (centres undefined),-5,0.7,3.0,7,-2,0.8,2,8,4
CCCCC[C@H](O)/C=C/C1=C(CCCCCCC(=O)O)C(=O)CC1,-8,1.0,-3.1,7,-2,-1.4,-2,6,-3
COc1ccc(CN2CCCCC2C)cc1OC (centres undefined),2,0.9,0.3,5,2,2.6,-1,14,-14
O=C1/C(=C/c2ccccc2[N+](=O)[O-])COc2ccccc21,3,-0.6,12,-3,6,-2.3,4,95*,8
CC(C)COP(=O)(OCC(C)C)C(O)c1ccc(N(C)C)cc1 (centres undefined),0,0.3,1.4,-2,-2,1.3,-3,12,8
COc1ccccc1NC(=O)CSc1ncnc2c1oc1ccccc12,-8,0.2,-2.1,6,-2,0.0,-1,8,2
Cc1[nH][nH]c(=O)c1C(c1c(C)[nH][nH]c1=O)c1cn(Cc2ccccc2Cl)c2ccccc12,-2,0.6,-7.6,2,0,1.2,1,-10,16
COc1cc(-n2c(C)nc3cc(C(=O)NCCN4CCOCC4)ccc32)cc(OC)c1OC,2,0.5,3.4,-1,-1,0.6,-4,-25,5
# Next part.
SMILES,RBBP9 inh,TRPML3 ag,TNF death inh,BaF3 tox,Wee1 stabilizer,zfTRPN1 agonist,Ba/F3 V617F tox,CHOP inh,PPC-1+TRAIL kill
CCOC(=O)CCNC(C(=O)OCC)c1ccccc1 (centres undefined),2,-0.2,0.7,4,2,1.3,0,11,-4
CCn1c(CNC(=O)Cc2ccc(OC)cc2)nnc1SCC(=O)Nc1ccc(C(=O)O)cc1,-14,0.5,0.2,7,0,-0.9,5,6,6
CC(=O)N1CC=C2C(C#N)=C(N)C(C#N)(C#N)[C@H](c3ccoc3)[C@H]2C1,0,0.9,0.5,-1,0,-0.8,-3,-13,5
CC(=O)Cc1nsc(NC(=O)c2ccco2)n1,-7,0.3,-1.2,2,0,1.3,1,8,14
O=C(Nc1ccc(Cl)cn1)c1cnn2cccnc12,0,1.1,-6.7,2,5,0.9,-2,47,10
NNC(=O)c1ccc2nc(-c3ccc(Br)cc3)cn2c1,-12,1.0,-3.7,0,5,0.7,-1,-19,42
CCOc1ccc(N2C(=O)CC(SC(=NC)Nc3ccc4c(c3)OCO4)C2=O)cc1 (centres undefined),-7,0.4,-2.8,6,5,1.1,3,73*,-18
COc1ccc2c(c1)c(C(=O)CN1CCOCC1)c(C)n2C,-5,1.2,0.1,3,0,0.4,3,14,16
Cc1ccc(NC(=O)C2(c3ccc([N+](=O)[O-])cc3)CCCC2)cc1,-3,2.2,5.0,50*,0,4.5,2,48,4
C/C(=N\NC(=O)c1ccco1)c1cc2ccccc2o1,-5,0.2,0.5,6,0,0.1,1,-29,35
O=C(O)/C(=C\c1cccc([N+](=O)[O-])c1)c1ccc(S(=O)(=O)N2CCCCC2)s1,-11,-0.2,1.6,3,2,-0.2,0,0,21
O=C(Nc1ccc(SC(F)F)cc1)c1ccc(F)cc1,-8,1.6,1.2,4,0,8.1,4,24,33
CCOC(=O)c1c(C(C)(C)C)oc2ccc(OCC#N)cc12,-4,0.4,-2.7,5,0,-1.8,5,22,9
O=C(CCc1nc(-c2ccccc2F)no1)NCCN1CCc2ccccc2C1,5,0.9,-1.6,0,1,0.1,1,9,47
O=C1C=C(NCc2ccncc2)CC(c2ccccc2)C1 (centres undefined),-6,0.3,-2.8,3,-1,1.0,-2,4,7
CCOc1c(/C=C(\C#N)C(N)=O)c2ccccc2n1CC,-4,-0.2,0.8,1,-2,0.2,0,23,3
Nc1c(Cl)cc2c(c1Oc1ccccc1)C(=O)c1ccccc1C2=O,2,0.3,-5.1,3,2,-0.8,-4,-32,-4
Cc1ccccc1-n1c(SCC(=O)NC(N)=O)nc2sc(-c3ccccc3)cc2c1=O,7,0.1,-2.3,7,-3,1.2,4,38,29
Cc1nnc(N/N=C/c2cc(C)n(-c3ccc(F)cc3)c2C)n1N,-8,0.7,-2.1,5,-2,1.2,2,14,14
O=C(CNC1=NCCC1)c1ccc(Cl)cc1,-2,0.3,2.2,4,-1,-0.8,2,1,13
CCCOc1ccc(N2C(=O)CC(SCCN)C2=O)cc1 (centres undefined),-4,0.8,-1.1,3,4,0.2,-1,-28,30
COc1cc(/C=C/C(=O)NCCn2c(C)cc3ccccc32)cc(OC)c1OC,-5,0.8,-1.1,8,3,1.7,2,-8,11
c1ccc2c(c1)ncn2CCn1cnc2ccccc21,-7,0.9,2.0,-1,-1,-0.2,-3,-8,8
OC(COCc1ccc2c(c1)OCO2)CN1CCC(Cc2ccccc2)CC1 (centres undefined),7,1.3,1.2,4,3,-0.3,0,38,3
CC(=O)Nc1ccc(-c2nnn(CC(=O)c3ccc(F)cc3)n2)cc1Cl,-8,0.6,2.3,-8,8,1.2,-1,-13,45

# 2 of these compounds, reformatted:
molecule	RBBP9 inh	TRPML3 ag	TNF death inh	BaF3 tox	Wee1 stabilizer	zfTRPN1 agonist	Ba/F3 V617F tox	CHOP inh	PPC-1+TRAIL kill
CCOC(=O)CCNC(C(=O)OCC)c1ccccc1 (centres undefined)	2	-0.2	0.7	4	2	1.3	0	11	-4
CCCOc1ccc(N2C(=O)CC(SCCN)C2=O)cc1 (centres undefined)	-4	0.8	-1.1	3	4	0.2	-1	-28	30

# Other entries follow.
SMILES,RBBP9 inh,TRPML3 ag,TNF death inh,BaF3 tox,Wee1 stabilizer,zfTRPN1 agonist,Ba/F3 V617F tox,CHOP inh,PPC-1+TRAIL kill
O=C(Nc1nc(-c2ccccc2)cs1)C1COc2ccccc2O1 (centres undefined),-4,0.4,1.1,3,3,-1.9,1,28,41
Cc1cccc(Nc2ncnc3c2cnn3C)c1,-9,0.1,2.5,-4,-2,0.0,-1,25,11
O=C(CC(=O)c1cc(Cl)ccc1O)c1ccccc1,-7,0.6,-4.4,7,5,-1.2,1,110*,11
O=C(CSc1nncs1)Nc1ccc(Cl)cn1,-5,1.3,8.9,2,1,1.2,-2,23,14
CC(OC(=O)CN(C)S(=O)(=O)c1ccc(Cl)cc1)C(=O)Nc1ccc(N2CCOCC2)cc1 (centres undefined),-4,-0.2,2.9,2,-1,2.5,-1,-19,-8
O=C(NCCc1ccccn1)C1CCCN(S(=O)(=O)Cc2ccccc2)C1 (centres undefined),0,-0.6,-0.1,5,-2,0.1,5,27,10
CCN(C(=O)c1cccs1)c1nnc(-c2ccncc2)s1,-6,-1.0,-1.5,7,-1,0.5,2,-3,4
COc1ccc2c(c1)CCCC21SC(NC(C)=O)=NN1C(C)=O (centres undefined),2,-0.2,0.2,3,0,1.9,-1,6,-4
CCOc1ccc(NC(=O)CC2C(=O)N(c3ccccc3)C(=O)N2CCc2cccs2)cc1 (centres undefined),-1,-0.4,0.7,10,0,-0.1,9,-3,12
CCN(CC)S(=O)(=O)c1ccc(-c2nnc(SCC(=O)Nc3nc(C)cs3)o2)cc1,-2,0.8,0.5,2,-1,-0.1,-2,63,4
COc1ccc(NC(=O)c2ccco2)cc1NC(=O)c1ccc(Br)o1,-1,-0.3,1.2,2,3,-0.7,-1,-8,9
CCc1c(C#N)c(SCCC(=O)Nc2ccc(C)cc2)nc2c1C(=O)CC(C)(C)C2,0,0.7,1.5,2,1,-1.0,2,85*,22
Cn1c(=O)c2c(O)c([N+](=O)[O-])c(=O)n(C)c2n(C)c1=O,-6,0.5,1.1,0,-3,2.4,-3,-9,-6
CN(C)CCOC(=O)C1(c2ccccc2)CCCC1,-9,1.3,0.1,0,-1,-1.9,-5,-10,-10
COc1ccc(C(CNC(=O)c2cccc(N(C)C)c2)N2CCCC2)cc1 (centres undefined),-6,-0.1,-5.4,7,-3,-0.3,-1,37,-16
Cc1ccc(N(CC(=O)N/N=C/c2cccc(Br)c2)S(C)(=O)=O)cc1,-2,0.6,2.5,5,1,-1.1,0,34,8
Cn1ncc2cc(NC(=S)NC(=O)c3ccccc3)ccc21,-3,0.4,-2.1,4,1,2.7,-1,-5,6
COc1ccc(C(CNC(=O)COc2ccc(-c3ccccc3)cc2)N2CCOCC2)cc1 (centres undefined),3,0.0,0.6,-3,0,0.5,5,17,-3
S=c1[nH]c2ccc(Cl)cc2[nH]1,-7,0.8,-3.9,4,-2,0.3,2,12,11
Cc1nnc(SCC(=O)N2CCCCCC2)n(N)c1=O,-5,0.8,-0.3,7,-2,0.2,-2,-6,4
COCCNc1oc(-c2ccccc2Cl)nc1C#N,-11,0.5,0.6,7,1,1.2,-3,12,13
